Autophagy HCS – alters autophagy in cells | MEF GFP-LC3 puncta imaging; test concentration mostly 10 µM | calls only at 10 µM (by protocol) | 190,000 tested, 0.98% active;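 active = percentage of spot-positive cells more than 3 SD above its plate mean, without a fluorescence outlier flag or 80% toxicity; inconclusive = no clear call, values can overlap the other calls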;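 note: spot-positive cell cutoff set from DMSO-treated cells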
Insulin prom up – MIN6 insulin promoter up-regulation. MIN6 insulin promoter-GFP reporter, high-content imaging; hits give high values. z-score at 5 µM. 190,000 tested, 0.3% active. AID 1625;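 active = z-score above 3 at 5 µM with at least 500 cells counted in the well; inconclusive = wells under 500 cells, flagged as cytotoxic or low count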
P. falciparum M1AAP – malaria alanyl aminopeptidase activity blockers – biochemical, fluorogenic H-Leu-NHMec substrate, 1536-well (AID 1445); recombinant M1AAP, H-Leu-NHMec fluorogenic kinetic assay; higher % means a stronger effect; inhibition, % at 30 µM, or IC50 in µM where a hit was titrated; 220,000 tested, 0.42% active;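 active = primary inhibition above the hit cutoff, then over 50% inhibition at one or more dose response concentrations, cut at about 23% in these data, passing the limit was not always enough; inconclusive = conflicting primary data, or primary hits not chosen for dose response; inactive = low primary inhibition, or under 50% at every dose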;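 note: plate controls were DMSO full reaction for no effect and no enzyme background for full effect; strong numbers were not always called active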
bCat nuc transl – modulators of beta-catenin nuclear translocation; HeLa beta-catenin nuclear translocation, immunofluorescence imaging; nuclear translocation activity, % at 5 µM; 190,000 tested, 0.3% active;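 active = nuclear translocation activity above 50% at 5 µM, with a well cell count of 50 or more; inconclusive = wells under 50 cells across six images, flagged as toxic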;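 note: per-cell ratio of nuclear to cytoplasmic median beta-catenin stain intensity; plate controls were DMSO negative control for no effect and GSK-3 inhibitor IX positive control for full effect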
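Read-out: Nuclear/cytoplasmic beta-catenin signal ratio, % activation | Assay system: Human HeLa cell line | Times: 24 h compound exposure at 37°C, 5% CO2 | Signal: Fluorescence imaging of beta-catenin antibody stain plus DAPI | Dosing: 5 µM primary, 0.02–20 µM confirmation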
CSM14.1 death rescue – protection against thapsigargin-triggered cell killing – 384-well, CSM14.1, ATP luminescence, primary screen (AID 1222); CSM14.1 thapsigargin-induced death rescue, ATP luminescence; higher % means a stronger effect; one-dose cellular ATP content (survival), % at 20 µM; EC50 in µM for titrated hits; 190,000 tested, under 10 active;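 active = EC50 below 50 µM in the dose-response confirmation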;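 note: death triggered by thapsigargin at about 15 µM added after 2 h compound pretreatment; cell ATP read after overnight thapsigargin exposure of roughly 18 to 22 hours; normalized against plate controls of thapsigargin alone and 5% DMSO vehicle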
K1F lysis inhibition – protection from phage-mediated lysis, alamar blue read-out – E. coli UTI89, K1F phage, bacterial capsule biogenesis inhibitors (AID 488966) | E. coli UTI89 K1F phage lysis, alamar blue, 2 h; higher % means a stronger effect | inhibition, % at 100 µM; hits with a dose series show IC50 in µM | 340,000 tested, 0.02% active;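 active = phage lysis inhibition, versus mean bacterial control, above a set limit; inconclusive = no clear call, values can overlap the other calls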;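 note: capsule biogenesis inhibitors block K1F phage lysis so surviving cells raise fluorescence; higher fluorescence means more inhibition of phage lysis; actives were called in the ten point dose series up to 300 µM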
MT stabilizer – microtubule stabilization, imaging screen; HeLa tubulin immunostaining HCS, 24 h; share of cells brighter than vehicle mean+2SD; % tubulin-high responders, % at 10 µM; 200,000 tested, 0.83% active;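 active = plate Z-score above 3 for both tubulin-high and condensed-nucleus cell shares, with cell loss under 80%, at 10 µM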;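 note: anti alpha tubulin signal scored within the nucleus-defined area of each cell; some results filed as inactive read as strong as hits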
M17LAP inhibition – P. falciparum M17LAP inhibitors, primary screen, biochemical, fluorogenic H-Leu-NHMec substrate, 1536-well (AID 1619); recombinant M17LAP, H-Leu-NHMec fluorogenic kinetic assay; higher % means a stronger effect; one-dose inhibition, % at 30 µM; IC50 in µM for titrated hits; 220,000 tested, 0.38% active;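 active = compound inhibiting the enzyme by more than half at any dose during confirmatory dose-response retesting; inconclusive = strong single-dose inhibitors picked by rank but not retested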;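 note: plate controls were full reaction with DMSO carrier for no effect and no enzyme background for full effect; strong numbers were not always called active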
Dynein transport – blocks dynein driven cargo transport along microtubules | 3617.4 mouse cells, GR-EGFP nuclear translocation imaging; test concentration mostly 20 µM; stimulated with dexamethasone, 1 µM; hits give low values | z-score, hits read low | 220,000 tested, 0.47% active | AID 1381;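 active = plate z-score of nuclear minus cytoplasmic receptor signal below a set negative limit, without overly bright fluorescence or cell loss, cut at about -3.5 in these data, passing the limit was not always enough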;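 note: z-score of nuclear minus cytoplasmic ring GR-EGFP intensity difference per well; some compounds called inactive have numbers as strong as hits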
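Buffer or medium: tet-free, stripped-serum medium; reagent: dexamethasone at 1.0 µM final, 30 min; incubation: 48 h induction, 1 h compound, 30 min dex at 37 °C; measured by: formaldehyde fixation, Hoechst nuclear stain, 10x automated fluorescence imaging; read-out: nuclear-to-cytoplasmic GR-EGFP distribution per well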
Dynein transport cytoplasmic EGFP – also measured in Dynein transport; calls as there; z-score; measured here: cytoplasmic GR-EGFP intensity; hits give high values
Dynein transport nuclear GR-EGFP – also measured in Dynein transport; calls as there; z-score; measured here: nuclear GR-EGFP intensity;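 lower value marks the stronger effect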
Dynein transport cell count – recorded beside Dynein transport, whose call it bears; z-score; measured here: cell count per field
Insulin prom up cell count – further read-out of Insulin prom up, marked with its call; cell count; measured here: cytotoxicity, nuclei count;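 total cells summed across four imaged fields per well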
bCat nuc transl cell count 5 µM – also measured in bCat nuc transl; calls as there; cell count; measured here: cell count, cytotoxicity flag
MT stabilizer Hoechst-high % – also measured in MT stabilizer; calls as there; % Hoechst-high responders; measured here: nuclear condensation Hoechst responders;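 share of cells brighter than vehicle mean plus two SD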
MT stabilizer cytotoxicity % – second read-out of MT stabilizer, no call of its own (marks repeat the call); toxicity, %; measured here: cytotoxicity by cell density;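 0% = mean cell density of plate MIN control wells and 100% = no cells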
Autophagy HCS cell loss 18 h – recorded beside Autophagy HCS, whose call it bears; toxicity, %; measured here: cell loss, nuclei count;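 cell loss after 18 h compound exposure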
An asterisk follows results filed as active; i = inactive; u = inconclusive; x = no result given; + = active, no number.

SMILES	Autophagy HCS	Autophagy HCS cell loss 18 h	Insulin prom up	Insulin prom up cell count	P. falciparum M1AAP	bCat nuc transl	bCat nuc transl cell count 5 µM	CSM14.1 death rescue	K1F lysis inhibition	MT stabilizer	MT stabilizer Hoechst-high %	MT stabilizer cytotoxicity %	M17LAP inhibition	Dynein transport	Dynein transport cytoplasmic EGFP	Dynein transport nuclear GR-EGFP	Dynein transport cell count
Cc1ccccc1NC(=O)Cn1c(C)nc2ccc(NC(=O)C3CC3)cc2c1=O	i	-12	1.1	1154	2%	-0.4	798	0.2%	5.8%	6.3	3.2	4.6	-7%	2	-0.34	0.64	-0.48
CCN(CC)S(=O)(=O)c1cc(NC(=O)CN2CCN(c3ccccn3)CC2)ccc1C	i	-14	0.74	1143	11%	4.5	1055	0.3%	-0.5%	2.1	2.6	11	-6%	1.1	-0.2	1	-1.3
Cc1ccc(S(=O)(=O)N(C)Cc2ccc(C(=O)N/N=C/c3ccc(OC(F)F)cc3OC(F)F)cc2)cc1	i	-2	x	x	1%	0.7	930	-3.5%	3.5%	2.2	2.1	5.9	-7%	0.18	-0.089	0.94	-0.63
O=C(Cc1ccc(-n2c(=O)[nH]c3ccccc3c2=O)cc1)N1CCN(c2cccc(Cl)c2)CC1	i	-4	x	x	1%	x	x	3.6%	0.2%	2.7	2.0	3.6	2%	0.83	-0.056	0.26	0.29
COC(=O)CC1C(=O)NCCN1C(=S)Nc1cccc(C)c1 (stereo unspecified)	i	21	0.03	1258	-1%	0.4	979	-2.6%	-0.6%	2.4	1.4	2.3	0%	2.1	-0.18	1.1	-1.4
Cc1ccc(S(=O)(=O)N/N=C/c2cccc3c2OCCO3)cc1	i	10	0.24	1338	2%	-0.8	1149	-1.8%	3.0%	6.2	1.0	6.9	7%	-0.27	0.36	0.19	0.38
CCOCCCNC(=O)CSc1nc2nc(C)c(Cc3ccccc3)c(C)n2n1	i	-4	0.05	1134	11%	0.0	1052	0.8%	0.9%	2.8	3.1	6.0	-8%	0.76	0.45	0.43	-0.32
CCc1c(O)nc(SCC(=O)NCc2ccco2)[nH]c1=O	i	-13	0.72	1401	0%	-4.5	982	-1.9%	0.1%	5.4	3.0	9.8	9%	-0.48	-0.22	0.09	0.19
O=C1N2CCSC2=NC1(Nc1nccs1)C(F)(F)F (stereo unspecified)	i	1	1	1271	-3%	x	x	-0.2%	-0.1%	2.7	1.5	4.1	16%	0.78	-0.096	0.23	0.052
CC(C)CC(=O)NNC(=S)NCc1ccco1	i	-5	0.33	1546	6%	-1.0	1094	-0.5%	-0.2%	0.8	1.3	7.5	-6%	-1.3	-0.26	-0.028	0.95
CC(c1ccco1)N(C(=O)c1ccc(C(F)(F)F)cc1)c1ccccn1 (stereo unspecified)	i	7	-0.14	1177	6%	-1.6	1031	-2.3%	0.4%	6.7	3.3	8.4	3%	-0.66	-0.34	0.26	-0.19
COCCNC(=O)CN(c1ccccc1OC)S(C)(=O)=O	i	-5	0.76	1020	-7%	1.3	1118	-0.9%	0.0%	1.3	1.4	3.5	7%	-0.41	-0.11	-0.33	0.82
O=C1C(Cl)=C(N2CCN(Cc3ccccc3)CC2)C(=O)N1Cc1ccccc1	i	-5	x	x	3%	x	x	-2.4%	3.0%	2.1	1.2	6.0	5%	-1.6	-0.18	-1.2	1.8
CCC(C)OC(=O)C(C)Oc1ccc(-c2ccccc2)cc1 (stereo unspecified)	i	-2	0.52	914	2%	-3.3	1141	-1.4%	12%	1.4	1.7	12	3%	-0.72	-0.16	-0.081	0.76
COc1cc(O)oc1C=Nc1ccccc1	i	30	0.33	1439	-2%	-0.6	1302	-0.9%	2.2%	1.4	1.5	4.0	-2%	-0.35	-0.12	-0.25	0.26
CC(=O)Nc1ccc(C(=O)N/C(=C/c2ccccc2)C(=O)Nc2cccc(C(=O)O)c2)cc1	i	14	-0.1	1543	9%	0.7	1478	0.6%	0.1%	3.0	0.8	7.7	24%	0.57	-0.18	-0.37	0.35
Cc1ccc(NC(=S)N(CCCN2CCN(C)CC2)Cc2cccs2)cc1C	+	20*	-1.3	1250	u	0.1	1093	-0.7%	0.0%	6.2	2.6	11	1%	1	-0.36	0.73	0.97
COc1cc(S(=O)(=O)N2CCC(C(N)=O)CC2)c(C)cc1C	i	-7	-0.13	1311	2%	0.0	1009	x	0.6%	4.6	3.3	5.3	11%	0.16	0.11	0.24	0.61
CC(Sc1cnc2ccccc2n1)C(=O)O (stereo unspecified)	i	1	x	x	4%	-1.1	999	6.6%	1.1%	1.7	1.5	6.3	7%	-0.44	0.16	0.14	0.36
O=C1NC(=S)N(C(=O)c2ccc(F)cc2)/C1=C/c1cccnc1	x	x	-0.79	1311	6%	2.2	1291	x	x	x	x	x	4%	-0.41	-0.19	-0.17	-0.14
O=C(Nc1cccc(S(=O)(=O)C(F)F)c1)c1ccc(S(=O)(=O)N2CCCC2)cc1	i	5	-0.3	1613	3%	-5.4	1115	0.7%	0.9%	1.5	2.0	5.0	-7%	0.65	0.41	0.25	-0.53
C/C(CC(=O)NCCCN1CCOCC1)=N\NC(=O)COc1ccc(C)cc1	i	23	0.65	1403	0%	-2.0	1166	-3.0%	-0.1%	5.5	1.9	10	43%	1.3	-0.26	0.91	-0.5
Cc1ccc(Cl)cc1NC(=O)COC(=O)C1CCCC1	i	-4	0.1	1262	2%	-3.3	1201	-3.0%	4.5%	3.8	3.2	7.0	3%	1.3	-0.19	0.65	0.52
Cc1ccccc1OCC(=O)NC(=S)Nc1ccc2c3c(cccc13)CC2	i	-4	x	x	-1%	x	x	-0.3%	1.4%	2.8	2.3	5.6	-6%	0.51	-0.2	0.093	0.083
CCN(c1ccccc1)S(=O)(=O)c1ccc(F)c(C(=O)O)c1	i	17	1.5	1183	-7%	1.0	1195	-5.4%	2.9%	2.7	1.4	8.2	-10%	2	-0.07	2.1	-1.3
COc1cccc(OC)c1C(=O)NC(=O)Nc1c(F)cc(F)cc1F	x	x	-0.32	1036	1%	-0.7	1259	x	x	x	x	x	3%	-0.53	-0.21	0.079	0.2
CC(=O)N1CCN(S(=O)(=O)c2ccc(Cl)cc2F)CC1	i	8	0.78	1507	4%	-4.6	1126	-0.9%	0.2%	3.8	1.2	10	5%	0.069	-0.27	-0.0064	-0.95
CCC(OCC(O)CN1CCN(CCN2C(=O)c3cccc4cccc(c34)C2=O)CC1)c1ccccc1 (stereo unspecified)	i	7	-1.2	1087	4%	1.4	781	-1.7%	11%	3.7	3.4	4.0	27%	0.21	-0.17	-0.0056	0.26
CCS(=O)(=O)c1ccc(N=Nc2ccc(O)c3ncccc23)c(OC)c1	i	19	u	x	-1%	2.3	952	-1.5%	2.4%	3.4	0.8	29	6%	-0.53	-0.19	-0.29	0.22
CCc1ccc2c(c1)C(c1ccc([N+](=O)[O-])cc1)=NNC(c1ccc(F)cc1)=N2	i	23	0.82	1595	8%	-0.5	1140	-0.3%	-0.4%	2.0	1.3	4.4	1%	1.5	-0.23	0.0038	-0.0029
Oc1cc(Cc2ccccc2)cnc1CN1CCOCC1	i	2	-0.2	1231	7%	-3.1	944	-0.9%	0.3%	8.0	3.3	12	-3%	-0.48	-0.22	-0.042	0.48
CC(=O)Nc1ccc(S(=O)(=O)NCC(C)NS(=O)(=O)c2ccc(NC(C)=O)cc2)cc1 (stereo unspecified)	i	-8	-0.14	1206	4%	x	x	x	0.5%	2.3	1.5	7.0	-4%	0.31	-0.21	0.13	-0.033
NS(=O)(=O)c1ccc(NC(=S)NC(=O)c2cccnc2)cc1	i	16	0.31	1255	10%	-2.3	1104	-0.2%	x	2.7	0.9	5.7	13%	0.44	-0.076	-0.4	0.49
COC(=O)c1c(NC(=O)C2C3CCC(C3)C2C(=O)O)sc2c1CCCCC2 (stereo unspecified)	i	5	-0.5	1433	u	0.4	1572	2.4%	-3.8%	2.3	2.3	8.5	56%	-0.7	-0.23	-0.49	1.1
CS(=O)(=O)N1CCC(C(=O)N2CCC(Cc3ccccc3)CC2)CC1	i	-9	0	1140	6%	x	x	-2.6%	4.8%	2.8	1.4	5.3	-3%	-0.84	-0.27	-1.1	0.083
CC(C)CNc1oc(-c2ccccc2Cl)nc1C#N	i	-29	-0.3	1218	-1%	-2.0	995	4.6%	0.0%	2.3	2.0	5.4	0%	0.4	-0.27	0.12	0.12
Cc1ccc2cc(/C=N/NC(=O)CN3CCOCC3)c(Cl)nc2c1	i	16	0.09	1986	5%	-3.5	1130	-0.8%	0.1%	3.5	1.6	4.3	28%	-0.36	-0.23	-0.36	1.1
CCOC(=O)c1ccc(-n2c(=O)[nH]c3ccccc3c2=O)cc1	i	-7	1.9	909	0%	-1.1	1001	-5.0%	2.3%	1.4	1.4	11	-5%	0.88	0.17	0.84	-1

Source: PubChem

Hits appear at their usual frequency; overall some 2.9% were active at least once.
